# Compound activity from PubChem.
# LYPLA2 inh: LYPLA2 (human) inhibition in PME1 counter-screen; 320,000 compounds, 0.38% hits; inhibition, % at 5.9 µM; AID 2177; O95372; recombinant LYPLA2, FP-Rh probe fluorescence polarization;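 active = inhibition above the screen-wide mean plus 3 SD, limit set per campaign, cut at about 26% in these data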;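 note: 0% = LYPLA2 with DMSO and 100% = wells lacking LYPLA2 enzyme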
# PAFAH2 inh: PAFAH2 (human) inhibition | Q99487 | recombinant PAFAH2, FP-rhodamine activity probe, fluorescence polarization | inhibition, % at 3.39 µM | 340,000 compounds, 0.99% hits;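 active = inhibition above the mean over all tested compounds plus 3 SD, cut at about 30% in these data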;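 note: inhibitors block probe labeling of enzyme so polarization drops; 0% = enzyme with DMSO and 100% = wells lacking PAFAH2 protein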
# PAD4 inh: inhibitors of human PAD4 | 330,000 compounds, 0.41% hits | inhibition, % at 6.36 µM | recombinant PAD4, RCA probe fluorescence polarization;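 active = percent inhibition above a cutoff equal to the mean of all tested compounds plus 3 SD, cut at about 15% in these data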;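 note: 0% = PAD4 with RCA probe and DMSO and 100% = probe without PAD4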
# PAFAH1B3 FP inh: PAFAH1B3 (human) inhibition; AID 492972; recombinant PAFAH1B3, FP-rhodamine probe, fluorescence polarization; 340,000 compounds, 0.28% hits; inhibition, % at 3.39 µM; Q15102;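 active = inhibition above the screen-wide average of all tested compounds plus 3 SD, cut at about 25% in these data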;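 note: 0% = enzyme with DMSO only and 100% = wells lacking PAFAH1B3 protein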
# LYPLA1 inh: LYPLA1 (human) inhibition in PME1 counter-screen; O75608; recombinant LYPLA1, FP-Rh probe fluorescence polarization; inhibition, % at 5.9 µM; 320,000 compounds, 0.16% hits; AID 2174;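 active = inhibition above the mean of all tested compounds plus 3 SD, set per campaign, cut at about 14% in these data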;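 note: inhibitors block serine hydrolase probe labeling of LYPLA1 so polarization falls; 0% = enzyme with DMSO and 100% = wells lacking LYPLA1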
# GSTO1 inh: GSTO1 inhibition, counter-screen for RBBP9 inhibitors; recombinant GSTO1, activity-based probe fluorescence polarization; AID 1974; 300,000 compounds, 1.1% hits; inhibition, % at 5.96 µM;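 active = inhibition above the campaign mean inhibition plus 3 SD, cut at about 35% in these data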;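 note: 0% = GSTO1-1 with DMSO and 100% = wells lacking GSTO1-1 enzyme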
# PREPL inhibitor: inhibits the human prolyl oligopeptidase-like enzyme; recombinant PREPL, fluorescence polarization activity-based probe; inhibition, % at 5.96 µM; 320,000 compounds, 0.68% hits; in the data active = inhibition above about 43%;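 note: 0% = enzyme with DMSO and 100% = wells lacking enzyme; many of its hits are not listed in these tables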
# Target sequence (Q4J6C6 whole entry, looked up): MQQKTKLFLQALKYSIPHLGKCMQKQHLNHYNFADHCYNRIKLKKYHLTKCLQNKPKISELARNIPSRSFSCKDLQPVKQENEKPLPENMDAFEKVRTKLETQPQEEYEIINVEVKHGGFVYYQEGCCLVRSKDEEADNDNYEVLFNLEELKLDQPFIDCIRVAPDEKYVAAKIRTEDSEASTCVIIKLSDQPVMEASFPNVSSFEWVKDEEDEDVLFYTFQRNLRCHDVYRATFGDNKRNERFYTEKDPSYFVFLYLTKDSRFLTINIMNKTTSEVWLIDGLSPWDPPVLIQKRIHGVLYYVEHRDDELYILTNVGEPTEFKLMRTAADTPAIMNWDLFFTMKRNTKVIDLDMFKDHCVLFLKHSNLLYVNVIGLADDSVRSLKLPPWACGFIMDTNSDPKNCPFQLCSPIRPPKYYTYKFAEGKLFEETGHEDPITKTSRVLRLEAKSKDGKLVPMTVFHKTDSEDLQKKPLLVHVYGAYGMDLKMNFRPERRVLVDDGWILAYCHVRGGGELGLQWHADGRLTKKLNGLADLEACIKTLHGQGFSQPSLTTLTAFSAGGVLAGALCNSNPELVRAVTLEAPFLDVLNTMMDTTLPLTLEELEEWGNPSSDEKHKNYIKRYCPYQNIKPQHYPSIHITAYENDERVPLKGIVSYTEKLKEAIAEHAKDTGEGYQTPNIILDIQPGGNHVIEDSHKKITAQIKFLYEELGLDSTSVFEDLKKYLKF
# ZTA counter: ZTA (EBV) inhibition in EBNA-1 counter-screen | P03206 | ZTA-DNA binding, fluorescence polarization | inhibition, % at 11 µM | 320,000 compounds, 0.15% hits; in the data active = inhibition above about 33%
# Target sequence (P03206 whole entry, looked up): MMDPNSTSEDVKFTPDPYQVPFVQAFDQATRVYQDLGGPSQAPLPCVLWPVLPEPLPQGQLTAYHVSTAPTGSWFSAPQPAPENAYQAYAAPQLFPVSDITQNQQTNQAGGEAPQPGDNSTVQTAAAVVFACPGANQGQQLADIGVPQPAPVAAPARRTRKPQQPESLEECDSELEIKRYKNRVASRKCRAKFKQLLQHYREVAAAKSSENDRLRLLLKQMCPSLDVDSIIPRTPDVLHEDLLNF
# EBNA-1 inh: blocks EBNA-1 binding to DNA | inhibition, % at 14.8 µM | 300,000 compounds, 0.34% hits | AID 1950 | EBNA-1 DNA binding, fluorescence polarization; in the data active = inhibition above about 28%
# An asterisk follows results filed as active; . = not tested or not shown. Some of the compounds tested (hit frequency here may not be typical).
# The first 14 compounds, to show the layout:
SMILES,LYPLA2 inh,PAFAH2 inh,PAD4 inh,PAFAH1B3 FP inh,LYPLA1 inh,GSTO1 inh,PREPL inhibitor,ZTA counter,EBNA-1 inh
COc1cccc(NC(=O)CNC(C)CCC(C)C)c1 (stereo not drawn),-3,8,-7,4,0,-7,-2,-14,-1
CCC1CCCCN1CCNC(=O)CNS(=O)(=O)c1ccc2nc(C)sc2c1 (stereo not drawn),2,4,-2,3,2,1,-4,24,-4
CSc1ccccc1NC(=S)N/N=C/c1cccn1Cc1cccc(C)c1,3,2,-4,6,2,-29,8,-7,5
CC(=O)Nc1cccc(S(N)(=O)=O)c1C,-6,-7,2,2,-3,8,8,-11,2
CCC(=O)c1ccc(N2CCN(C(=O)c3ccccc3)CC2)c(F)c1,4,-4,-5,4,0,-1,4,14,-1
Cc1oc2c(c1C(=O)N1CCOCC1)C(=O)c1ccccc1C2=O,7,6,12,11,-3,49*,2,15,8
Cn1ncc2c(NNC(=O)c3ccc(Cl)cc3Cl)ncnc21,3,7,2,-3,7,11,8,3,2
CCOc1ccnc(OCC)c1Br,2,-9,3,5,0,-4,1,11,0
N#Cc1c(N)nc2c(c1-c1ccc(F)cc1)CCC2,1,7,-1,1,-1,5,2,-1,13
COCCOC(=O)c1[nH]c2c(c1C)C(=O)CC(c1ccco1)C2 (stereo not drawn),-1,6,-2,12,-4,5,-4,6,-7
COc1ccccc1OCC(=O)NN=C(Cc1ccccc1)Cc1ccccc1,-1,25,-1,4,-2,-5,3,6,-12
O=C(Nc1ccc(Oc2cccnc2)cc1)c1ccccc1Cl,0,1,2,1,2,-10,0,-8,-6
S=c1[nH]nc(Nc2ccc(Cl)cc2)s1,0,10,2,4,1,0,0,-3,8
COc1ccc(C2(CCN)CC(C)N(C)CC2C)cc1 (stereo not drawn),0,-1,1,-4,-2,12,35,-23,0

# Main list, repeating the preview:
SMILES,LYPLA2 inh,PAFAH2 inh,PAD4 inh,PAFAH1B3 FP inh,LYPLA1 inh,GSTO1 inh,PREPL inhibitor,ZTA counter,EBNA-1 inh
COc1cccc(NC(=O)CNC(C)CCC(C)C)c1 (stereo not drawn),-3,8,-7,4,0,-7,-2,-14,-1
CCC1CCCCN1CCNC(=O)CNS(=O)(=O)c1ccc2nc(C)sc2c1 (stereo not drawn),2,4,-2,3,2,1,-4,24,-4
CSc1ccccc1NC(=S)N/N=C/c1cccn1Cc1cccc(C)c1,3,2,-4,6,2,-29,8,-7,5
CC(=O)Nc1cccc(S(N)(=O)=O)c1C,-6,-7,2,2,-3,8,8,-11,2
CCC(=O)c1ccc(N2CCN(C(=O)c3ccccc3)CC2)c(F)c1,4,-4,-5,4,0,-1,4,14,-1
Cc1oc2c(c1C(=O)N1CCOCC1)C(=O)c1ccccc1C2=O,7,6,12,11,-3,49*,2,15,8
Cn1ncc2c(NNC(=O)c3ccc(Cl)cc3Cl)ncnc21,3,7,2,-3,7,11,8,3,2
CCOc1ccnc(OCC)c1Br,2,-9,3,5,0,-4,1,11,0
N#Cc1c(N)nc2c(c1-c1ccc(F)cc1)CCC2,1,7,-1,1,-1,5,2,-1,13
COCCOC(=O)c1[nH]c2c(c1C)C(=O)CC(c1ccco1)C2 (stereo not drawn),-1,6,-2,12,-4,5,-4,6,-7
COc1ccccc1OCC(=O)NN=C(Cc1ccccc1)Cc1ccccc1,-1,25,-1,4,-2,-5,3,6,-12
O=C(Nc1ccc(Oc2cccnc2)cc1)c1ccccc1Cl,0,1,2,1,2,-10,0,-8,-6
S=c1[nH]nc(Nc2ccc(Cl)cc2)s1,0,10,2,4,1,0,0,-3,8
COc1ccc(C2(CCN)CC(C)N(C)CC2C)cc1 (stereo not drawn),0,-1,1,-4,-2,12,35,-23,0
COC(=O)c1ccc(NC(=O)CC2C(=O)N(c3ccc(C)cc3)C(=O)N2CC(C)C)cc1 (stereo not drawn),-8,-6,2,0,-4,-3,0,8,0
COc1ccc(N(CC(=O)NCc2ccc(Cl)cc2)S(=O)(=O)c2ccccc2[N+](=O)[O-])c(OC)c1,0,6,-2,6,-1,-8,-13,11,-13
CCCCOc1cccc(-c2cc(C(=O)NNC(=S)NCC)c3ccccc3n2)c1,-6,8,-2,4,-5,-14,1,-13,9
O=C(Nc1c2c(nn1-c1ccc(F)cc1)CS(=O)C2)C12CC3CC(CC(C3)C1)C2 (stereo not drawn),6,-6,-5,8,1,1,4,5,-2
Cc1ccc(-n2c(SCC(=O)N/N=C/c3ccccc3OCC(=O)O)nc3ccccc3c2=O)cc1,-9,5,-4,0,1,-6,11,9,11
CCOC(=O)c1cnc(SCC(=O)c2ccc(C)cc2)nc1N,-2,7,-6,1,0,0,13,12,3
O=Cc1ccc(-c2ccc(F)cc2)o1,-1,3,0,7,1,7,-4,5,11
O=C(c1ccc(Cl)c(Cl)c1)N1CCC(=O)N(C(COCc2cccc(C(F)(F)F)c2)Cc2ccccc2)CC1 (stereo not drawn),-10,5,2,0,-3,1,8,2,-8
CNC(C)C#Cc1ccc2c(=O)c3ccccc3oc2c1 (stereo not drawn),0,-8,-8,3,0,-6,-19,-8,9
COc1ccc(CCNC(=O)c2ccc(CS(=O)(=O)c3ccc(Br)cc3)o2)cc1OC,3,-15,5,10,-1,-3,1,19,3
O=C(c1cc(-c2ccccc2)n[nH]1)N1CCN(S(=O)(=O)c2ccccc2)CC1,-1,2,-5,-3,1,0,-10,-3,-5
SMILES,LYPLA2 inh,PAFAH2 inh,PAD4 inh,PAFAH1B3 FP inh,LYPLA1 inh,GSTO1 inh,PREPL inhibitor,ZTA counter,EBNA-1 inh
CC1=C([N+](=O)[O-])C(c2ccccc2)NC(=O)N1 (stereo not drawn),1,1,-4,1,4,0,-8,-13,-1
CCOC(=O)C1CCCN(C(=O)C2CC(=O)N(c3ccc(C)cc3)C2)C1 (stereo not drawn),3,11,-2,6,3,-3,9,9,-3
COc1ccc(-n2cnnc2SCc2cnc(-c3ccccc3)s2)cc1,-5,3,1,8,-3,-3,-3,4,9
CC1(CCc2ccccc2)NC(=O)N(CC(=O)N2CCCCCC2)C1=O (stereo not drawn),5,0,-1,1,-3,3,0,-4,-3
O=S(=O)(c1ccccc1F)N1CCCc2ccccc21,3,4,-2,6,-4,0,-8,-7,-6
COc1ccc(NC(=O)C2CCCN(c3nc(C)cc(C)n3)C2)cc1 (stereo not drawn),-1,8,-2,9,-1,-3,6,6,2
CC1C(=O)NN=C1C(=O)N/N=C/c1cccs1 (stereo not drawn),0,-3,-1,14,1,12,-13,0,-14
[N-]=[N+]=NC[C@H](Cc1ccccc1)N1CCN(Cc2ccccc2)CCC1=O,6,-3,-3,6,1,3,17,-27,3
Cc1ccc(S(=O)(=O)c2c(N)n(/N=C/c3ccco3)c3nc4ccccc4nc23)cc1,-17,-6,-12,-7,-12,-10,-1,-4,12
Cc1ccc(C(NC(=O)N2CCN(C)CC2)C(Cl)Cl)cc1F (stereo not drawn),-2,1,0,-4,-1,8,-2,15,3
COc1ccc(N2CCN(C(=O)CN(c3ccccc3)S(=O)(=O)c3ccc(OC)cc3)CC2)cc1,4,-3,0,0,5,6,4,2,-10
COc1ccc(N)c2c1OCCC2=O,-3,0,-4,20,-5,6,5,-1,2
CC(C)c1ccc(/C=C/C(=O)Nc2nn[nH]n2)cc1,-1,.,-6,.,-1,-2,11,11,-8
COc1cccc(OC)c1OC(=O)C1CC(=O)N(c2ccc3c(c2)OCCO3)C1 (stereo not drawn),.,-6,-5,3,.,.,6,.,.
O=C(O)CSC1c2ccccc2C(=O)N1c1ccccc1 (stereo not drawn),5,-5,4,0,2,6,21,-8,-11
COc1ccc([C@@H]2CC=C(C(=O)O)[C@H](c3cccc(Cl)c3)N2S(=O)(=O)c2ccc(Cl)cc2)cc1,-8,4,0,8,-5,-9,0,-5,-6
CCOC(=O)c1ccc(NC(=O)NCc2ccccc2)cc1,-2,-2,5,5,0,3,-1,9,1
O=C1NC(=O)C2(COC3(CCCC3)OC2)S1,5,-10,-3,-1,2,-2,-2,7,-4
COc1ccc(S(=O)(=O)N2CCCCCC2)cc1C(=O)N(C)Cc1ccco1,0,1,0,-4,-3,4,12,-10,3
c1ccc(CSc2nnnn2-c2ccccc2)cc1,9,-5,-3,7,3,1,-14,-8,1
COC(=O)CCC(=O)Nc1cccc2c(NC(=O)CCC(=O)OC)cccc12,3,2,1,0,2,15,6,-5,-8
CCOc1ccc(NS(=O)(=O)c2cc(NC(=O)c3ccc(C)cc3)ccc2Cl)cc1,-59,-64,-2,-69,-38,-32,2,-4,-1
COc1ccccc1OCCOCCOc1ccccc1Cl,1,7,1,9,-2,-3,-14,3,2
CCN(CC(=O)NCc1cccs1)C(=O)c1ccccc1Cl,5,-7,1,-2,2,19,12,-11,-5
CN(CC(=O)Nc1cccc2ccccc12)C(=O)c1ccc(NC(=O)CC#N)cc1,.,-10,5,0,.,.,-8,.,.
SMILES,LYPLA2 inh,PAFAH2 inh,PAD4 inh,PAFAH1B3 FP inh,LYPLA1 inh,GSTO1 inh,PREPL inhibitor,ZTA counter,EBNA-1 inh
Cc1cccc(C(=O)OCC(=O)N2CCc3ccccc3C2)c1O,.,7,0,2,.,.,10,.,.
Cc1c(NC(=O)CN2C(=O)c3ccccc3S2(=O)=O)c(=O)n(-c2ccccc2)n1C,-3,-4,-4,0,-2,0,1,-4,-10
CC(=O)Cn1c(=O)c2c(nc3n2CCCN3Cc2ccccc2)n(C)c1=O,-2,-5,1,5,-2,10,19,13,-3
COc1ccc(Cn2nnnc2C(c2cccs2)N2CCSCC2)cc1 (stereo not drawn),1,-3,2,6,-1,1,0,-2,0
Cc1ccc(C(=O)C(C)OC(=O)CCN=C2NS(=O)(=O)c3ccccc32)cc1 (stereo not drawn),2,6,-8,6,2,11,13,-25,-12
C/C(=N\NC(=O)C1CC1)c1ccc(N2CCOCC2)cc1,2,7,-5,1,1,-4,-1,-17,-5
COc1nc(C#N)nc(N(C)C)n1,1,9,1,6,-3,-4,13,12,-4
CCOc1ccc(N(C)S(=O)(=O)c2cc(-c3cc(C)no3)ccc2CC)cc1,-2,-8,-2,1,-6,-8,-13,-14,-1
CC(C)(C)n1nnnc1C(c1ccc(C#N)cc1)N1CCCC2(CCCCC2)C1 (stereo not drawn),4,8,-1,3,-1,-3,9,5,13
COc1ccc(C)cc1NC(=O)c1nnn(Cc2cccc(C(F)(F)F)c2)c1N,-6,0,5,1,-11,-2,5,3,5
COc1ccc(NC(=O)c2ccc3c(c2)S(=O)(=O)c2ccccc2C3=O)cc1,4,-3,1,6,5,0,6,1,2
CCOc1ccccc1CNC(=O)Cn1c(=O)oc2ccccc21,-2,5,3,4,1,1,-2,16,7
O=C1[C@@H]2Cc3c([nH]c4ccccc34)C(c3ccccc3)N2C(=O)CN1C1CC1 (stereo partly drawn),1,3,-4,5,-4,6,23,-4,5

# Whole records as entered above. Order of screens: LYPLA2 inh	PAFAH2 inh	PAD4 inh	PAFAH1B3 FP inh	LYPLA1 inh	GSTO1 inh	PREPL inhibitor	ZTA counter	EBNA-1 inh
# Cc1ccc(C(=O)C(C)OC(=O)CCN=C2NS(=O)(=O)c3ccccc32)cc1 (stereo not drawn) is listed as 2	6	-8	6	2	11	13	-25	-12
# CSc1ccccc1NC(=S)N/N=C/c1cccn1Cc1cccc(C)c1 is listed as 3	2	-4	6	2	-29	8	-7	5
